ANO1 activ = mouse TMEM16A channel activation, primary screen | 0.3% of 340,000 active | Q8BHY3 | B-score at 10 µM | HEK293 TMEM16A/YFP-H148Q/I152L, iodide quench fluorescence; active compounds read low;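 active = fluorescence-ratio B-score plate-corrected deviation score at least 3 library SD below zero, with starting fluorescence score within 5 deviations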;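 also: channel opened by trigger with iodide after compound preincubation; score built on the fluorescence ratio of max minus min over baseline; more negative score means more quench and so TMEM16A activation or potentiation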
Target sequence (Q8BHY3 whole entry, looked up): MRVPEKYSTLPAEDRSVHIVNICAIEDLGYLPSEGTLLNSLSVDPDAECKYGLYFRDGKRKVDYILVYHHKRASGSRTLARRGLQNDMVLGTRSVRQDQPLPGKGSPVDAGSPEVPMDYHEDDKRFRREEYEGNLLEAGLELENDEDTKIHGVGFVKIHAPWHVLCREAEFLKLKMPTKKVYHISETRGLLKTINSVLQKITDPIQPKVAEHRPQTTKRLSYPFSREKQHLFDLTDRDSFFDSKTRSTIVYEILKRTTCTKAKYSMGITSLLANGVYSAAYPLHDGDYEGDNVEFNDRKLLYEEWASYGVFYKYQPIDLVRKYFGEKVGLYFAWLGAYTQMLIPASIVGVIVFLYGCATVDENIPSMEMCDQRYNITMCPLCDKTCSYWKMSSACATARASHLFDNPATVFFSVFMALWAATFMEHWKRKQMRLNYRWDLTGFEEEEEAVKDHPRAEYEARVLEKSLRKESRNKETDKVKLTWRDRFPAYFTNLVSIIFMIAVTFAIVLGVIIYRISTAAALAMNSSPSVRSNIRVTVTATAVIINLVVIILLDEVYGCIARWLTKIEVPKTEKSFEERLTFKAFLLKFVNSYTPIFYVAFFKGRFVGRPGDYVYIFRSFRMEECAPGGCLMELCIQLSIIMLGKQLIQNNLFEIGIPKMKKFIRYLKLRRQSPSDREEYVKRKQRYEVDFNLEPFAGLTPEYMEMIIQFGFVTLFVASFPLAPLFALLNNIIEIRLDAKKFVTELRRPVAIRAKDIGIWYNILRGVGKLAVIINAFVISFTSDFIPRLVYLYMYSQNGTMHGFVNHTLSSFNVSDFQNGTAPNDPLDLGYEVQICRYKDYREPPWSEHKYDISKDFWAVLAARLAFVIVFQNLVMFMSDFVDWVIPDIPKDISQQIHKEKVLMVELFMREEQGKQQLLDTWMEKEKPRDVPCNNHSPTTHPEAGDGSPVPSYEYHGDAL
KCNQ1 block = inhibitors of human KCNQ1 potassium channel | 1.3% of 310,000 active | AID 2642 | B-score at 10 µM | CHO-K1 KCNQ1, FluxOR thallium flux fluorescence; active compounds read high;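 active = compounds whose thallium flux B-score, printed positive for inhibition, exceeds three library SD while starting fluorescence stays within three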;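 also: channel opened by potassium depolarization with thallium stimulus after 20 min compound exposure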
KCNK9 block = human KCNK9 channel inhibition. Q9NPC2. HEK293 KCNK9, FluxOR thallium flux fluorescence; active compounds read low. B-score at 10 µM. 1.2% of 310,000 active;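 active = ratio B-score over 3 SD below the library mean, with starting fluorescence within 5 SD of its mean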;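 also: negative B-score means less thallium flux so channel inhibition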
KCNQ1 act = potentiates or activates the human KCNQ1 potassium channel; CHO-K1 KCNQ1, thallium flux FluxOR fluorescence; active compounds read high; AID 2648; 0.35% of 310,000 active; P51787; B-score at 10 µM;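 active = fluorescence ratio B-score, a plate-corrected score, at least three library SD, with initial intensity B-score within 5 SD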
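Assay system: CHO-K1 cells stably expressing KCNQ1. Medium: assay buffer for compound exposure, DMSO matched across wells. Timing: 37 °C overnight plating, 90-min dark dye load, 20-min compound pretreatment. Signal: kinetic FluxOR fluorescence, 10 s baseline plus 110 s post-stimulus.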
DYRK1A inh = inhibitors of rat Dyrk1A kinase | Q63470 | ADP-Glo luminescence, NFATc1 peptide | inhibition, % at 12.5 µM | 0.43% of 310,000 active; in the data active = inhibition above about 50%;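 also: plate controls were vehicle with enzyme for no effect and no enzyme for full effect; many of its hits are not listed in these tables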
KCNK3 inh = human KCNK3 channel inhibition, primary screen. O14649. CHO-KCNK3 thallium flux, FluxOR fluorescence; active compounds read low. B-score at 10 µM. 0.84% of 340,000 active. AID 602410;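 active = B-score under library mean minus 4 SD, starting fluorescence ratio at most library mean plus 5 SD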;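 also: more negative B-score means stronger inhibition of thallium flux through KCNK3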
TRPC4 agonist = opens the mouse TRPC4 cation channel. Q9QUQ5. HEK293 TRPC4beta/mu-opioid, Fluo4 calcium fluorescence; active compounds read high. B-score at 10 µM. 0.49% of 310,000 active. AID 2237;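 active = B-score above 5 SD of library B-scores, and initial fluorescence ratio not above library mean plus 5 SD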;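 also: positive B-score marks a calcium rise read as TRPC4 activation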
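Material: TRPC4beta and mu-opioid receptor HEK293 stable cells | Incubation: 45 min room-temperature Fluo4 loading, 110 s read | Detection: Kinetic Fluo4 calcium fluorescence | Measure: Integrated baseline-normalised fluorescence ratio, converted to per-well B score | Benchmarks: Low control buffer alone, high control maximal DAMGO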
HDAC3 inhib = inhibitors of human histone deacetylase 3. O15379. recombinant HDAC3, fluorogenic peptide/trypsin coupled, fluorescence. inhibition, % at 8.3 µM. 0.15% of 320,000 active; in the data active = inhibition above about 26%, passing the limit was not always enough; inconclusive = no clear call, values can overlap the other calls
TRPC4 potent = allosterically enhances the mouse TRPC4 cation channel. Q9QUQ5. B-score at 10 µM. HEK293 TRPC4beta/mu-opioid, DAMGO EC20, Fluo-4 Ca2+ flux; active compounds read high. AID 2227. 0.42% of 310,000 active;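 active = B-score of calcium response area above 5 SD of library B-scores, with initial fluorescence ratio within 5 SD of library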;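 also: B-score of integrated fluorescence ratio over time as area under calcium response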
hERG rescue = compounds protecting human hERG from proarrhythmic drug block | Q12809 | CHO-hERG, FluxOR thallium flux, dofetilide IC70 present | activation (rescue from dofetilide block), less the hit threshold, % at 10 µM | 0.51% of 310,000 active;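 active = activation above the mean of controls blocked by dofetilide plus 5 SD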;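 also: thallium influx through hERG after potassium depolarization seen as dye fluorescence rise; in these data hits start at about 4.7%; inactives centre near -7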
ANO1 block = blocks the mouse calcium-activated chloride channel TMEM16A; normalized B-score (activity score, 25-100; higher = stronger inhibition) at 10 µM; HEK293 TMEM16A/YFP iodide influx fluorescence, ionomycin; Q8BHY3; 1.2% of 310,000 active;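 active = ratio plate-corrected score three or more library SD toward inhibition, starting fluorescence score within five deviations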;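 also: score derived from kinetic fluorescence span divided by baseline fluorescence per well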
* = called active by the depositor; i = inactive; ? = inconclusive; / = not tested or not shown.

nr	SMILES	ANO1 activ	KCNQ1 block	KCNK9 block	KCNQ1 act	DYRK1A inh	KCNK3 inh
1	Cn1nc(-c2ccc(OCC(=O)NCC3CCCO3)cc2)c2ccccc2c1=O (configuration not stated)	i	i	i	i	12	i
2	COc1ccc(CCC(=O)NNC(=O)Nc2ccc(OC)c(OC)c2)cc1	i	i	i	i	-3	i
3	CCCNC(=S)N1CC2(C)CN(C(=O)C(=O)OCC)CC(C)(C1)C2=O	i	i	i	i	-2	i
4	Cc1ccc(S(=O)(=O)NCCC(c2ccccc2)c2ccco2)cc1 (configuration not stated)	i	i	i	i	0	i
5	C=CCOc1cccc(C(=O)NC(c2ccccc2)C(C)C)c1 (configuration not stated)	i	i	i	i	-2	i
6	COc1ccc(OCc2cc(C(=O)N(C)Cc3nnc(C)o3)no2)c(Cl)c1	i	i	i	i	-5	i
7	COc1ccc(-c2oc3ccc(-c4ccc5c(c4)OCO5)cc3c2-c2ccc(OC)nc2)cc1	i	i	i	i	0	i
8	Cc1nc(SCC(=O)NCc2ccccc2)c2oc3ccccc3c2n1	i	i	i	i	-3	i
9	Cc1ccc(Cn2nnc3c(=O)n(Cc4ccccc4C)cnc32)cc1	i	i	i	i	1	i
10	O=C(NCc1ccccn1)c1ccc(Cn2cc(Br)cn2)o1	i	i	i	i	-5	i
11	CCC1CCCCN1CCCNC(=O)c1ccc(N2CCCC2=O)cc1 (configuration not stated)	i	i	i	i	/	i
12	COc1nc(N)nc(NC(=O)c2cccs2)c1N=O	i	i	i	i	8	i
13	CC1=NOC2(C1)N(C)c1ccccc1C2(C)C (configuration not stated)	i	i	i	i	7	i
14	Cc1cc(-c2nn(C)c(=O)c3ccccc23)ccc1CNC(=O)NC1CCCCC1	i	i	i	i	-4	i
15	Cc1ccccc1-n1nc2c(c1NC(=O)c1c(-c3ccccc3Cl)noc1C)CSC2	i	/	/	/	1	i

nr	TRPC4 agonist	HDAC3 inhib	TRPC4 potent	hERG rescue	ANO1 block
1	i	-1	i	-4	i
2	i	1	i	-8	i
3	i	-1	i	-4	i
4	i	12	i	-7	i
5	i	7	i	-6	i
6	i	2	i	-5	i
7	i	3	i	-6	i
8	i	7	i	-16	i
9	i	2	i	-6	i
10	i	-3	i	-8	i
11	i	0	i	-7	i
12	i	1	i	-5	i
13	i	0	i	-3	i
14	i	-3	i	-10	i
15	/	-5	/	/	i

Next section, starting with the last 2 of the part before.
nr	SMILES	ANO1 activ	KCNQ1 block	KCNK9 block	KCNQ1 act	DYRK1A inh	KCNK3 inh
14	Cc1cc(-c2nn(C)c(=O)c3ccccc23)ccc1CNC(=O)NC1CCCCC1	i	i	i	i	-4	i
15	Cc1ccccc1-n1nc2c(c1NC(=O)c1c(-c3ccccc3Cl)noc1C)CSC2	i	/	/	/	1	i
16	CCN(CC)CCN1C(=O)C(O)=C(C(=O)c2cc3cccc(OC)c3o2)C1c1ccc(F)cc1 (configuration not stated)	i	i	i	i	/	i
17	O=C(NCc1ccco1)C1CCN(C(=O)c2ccc([N+](=O)[O-])cc2)CC1	i	i	i	i	/	i
18	COC(=O)CSc1ccc(C#N)c(SCC(=O)OC)c1	i	i	i	i	5	i
19	Cc1nn(-c2ccccc2)c(C)c1C(=O)OCC(=O)N1CCN(S(=O)(=O)c2ccccc2)CC1	i	i	i	i	3	i
20	O=C(c1ccccc1)c1n[nH]c(-c2ccccc2)cc1=O	i	i	i	i	-2	i
21	CCCC(=O)Nc1nnc(Cc2ccccc2)s1	i	/	/	/	3	i
22	CCOC(=O)c1ccccc1NC(=O)Cn1c(=O)n(Cc2ccccc2)c(=O)c2c(C)c(C)sc21	i	i	i	i	-3	i
23	COc1ccc(NC(=O)CSc2nnc(Cc3cccn3C)n2CCc2ccccc2)c(OC)c1	i	i	i	i	2	i
24	Cc1ccc(-n2nc(-c3ccco3)cc2C(=O)NCc2cccnc2)cc1	i	i	i	i	2	i
25	Clc1ccc(CNc2ccccn2)cc1	i	i	i	i	4	i
26	CCC(C)(C)n1nnnc1C(c1ccc(OC)c(OC)c1)N1CCN(c2cccc(OC)c2)CC1 (configuration not stated)	i	i	i	i	3	i
27	O=C(CSc1nnc(CNC(=O)c2c(F)cccc2F)o1)NCc1ccccc1	i	i	i	i	-9	i
28	Cc1cc(C(C)(C)C)cc(C)c1Cn1c2[n+](c3ccc(C(F)(F)F)cc31)CCCCC2	i	6*	-11*	i	-3	i
29	Cc1cc(C)cc(NC(=O)CSc2nnc(CNC(=O)c3ccco3)o2)c1	i	i	i	i	0	i
30	COc1ccc(-n2c(=O)[nH]c3cc(C(=O)NCCc4ccc(OC)c(OC)c4)ccc3c2=O)c(OC)c1	i	i	i	i	-1	i

nr	TRPC4 agonist	HDAC3 inhib	TRPC4 potent	hERG rescue	ANO1 block
14	i	-3	i	-10	i
15	/	-5	/	/	i
16	i	0	i	-8	i
17	i	-2	i	-11	i
18	i	-11	i	-6	i
19	i	-1	i	-7	i
20	i	-3	i	-8	i
21	/	-1	/	/	i
22	i	-2	i	-10	i
23	i	-4	i	-8	i
24	i	1	i	-11	i
25	i	-1	i	-11	i
26	i	-1	i	-13	i
27	i	-5	i	0	i
28	i	12	i	-26	i
29	i	4	i	-10	i
30	i	2	i	-5	i

New compounds follow.
nr	SMILES	ANO1 activ	KCNQ1 block	KCNK9 block	KCNQ1 act	DYRK1A inh	KCNK3 inh
31	N#Cc1cnc2sc3ccccc3n2c1=N	i	i	i	i	18	i
32	COc1ccc(C(CNC(=O)c2ccc(S(=O)(=O)N(C)C)cc2)N2CCCC2)cc1 (configuration not stated)	i	i	i	i	2	i
33	COC(=O)C(N)Cc1ccc(O)cc1 (configuration not stated)	i	i	i	i	-5	i
34	COCCn1c(SCC(=O)Nc2cccc(F)c2)nc2c([nH]c3ccccc32)c1=O	i	i	i	i	/	i
35	O=C(NCc1ccccc1F)C1CCCN(S(=O)(=O)c2ccc(-n3cnnn3)cc2)C1 (configuration not stated)	i	i	i	i	6	i
36	COc1ccc2c(c1)C(=O)/C(=C/C=C/c1ccccc1)CC2	i	i	i	i	-4	i
37	CN1C(=O)C2C=CC1C1C(=O)N(c3ccccc3)C(=O)C21 (configuration not stated)	i	i	i	i	2	i
38	O=C1C2C3C=CC(C2C(=O)N1c1ccccc1O)C1C2C(=O)N(c4ccccc4O)C(=O)C2C31 (configuration not stated)	i	i	i	i	-4	i
39	N/C(Cn1cncn1)=N\NC(=O)C(=O)Nc1ccccc1	i	i	i	i	-5	i
40	CCS(=O)c1scc(-c2ccc(Cl)cc2)c1C#N (configuration not stated)	i	i	i	i	5	i
41	CCOC(=O)c1[nH]c(CSc2nnc(-c3ccncc3)n2CCOC)c(C(=O)OCC)c1C	i	i	i	i	-3	i
42	CCn1nnc2cc(C(=O)NCCc3ccccc3F)ccc21	i	i	i	i	9	i
43	O=C(Nc1ccccc1OC(F)F)C1CC(=O)N(Cc2ccccc2)C1 (configuration not stated)	i	i	i	i	-6	i
44	CCCCC(=O)N(CCC)CCC	i	i	i	i	-3	i
45	COc1ccc(N2CC(C(=O)N[C@@H](C)C(=O)NC(C)c3ccccc3)CC2=O)cc1 (some centres not stated)	i	i	i	i	-6	i

nr	TRPC4 agonist	HDAC3 inhib	TRPC4 potent	hERG rescue	ANO1 block
31	i	-3	i	-9	i
32	i	-1	i	-8	i
33	i	-5	i	-8	i
34	i	-2	i	-3	i
35	i	0	i	-11	i
36	i	2	i	-17	i
37	i	-7	i	-12	i
38	i	/	i	-1	i
39	i	3	i	-5	i
40	i	-1	i	-8	i
41	i	6	i	-9	i
42	i	-11	i	-4	i
43	i	10	i	-11	i
44	i	-1	i	-5	i
45	i	-2	i	-6	i

Structures listed so far shown as hits in KCNQ1 block.
#	canonical_smiles	ANO1 activ	KCNQ1 block	KCNK9 block	KCNQ1 act	DYRK1A inh	KCNK3 inh	HDAC3 inhib	TRPC4 potent
28	Cc1cc(C(C)(C)C)cc(C)c1Cn1c2[n+](c3ccc(C(F)(F)F)cc31)CCCCC2	i	6*	-11*	i	-3	i	12	i

Going on with the list:
nr	SMILES	ANO1 activ	KCNQ1 block	KCNK9 block	KCNQ1 act	DYRK1A inh	KCNK3 inh
46	CN(C)c1ccc(/C=C2\CCCc3c2nc2ccccc2c3C(=O)O)cc1	i	i	i	i	-2	i
47	COc1cc(OC)nc(NC(=S)NC(=O)c2ccccc2)n1	i	i	i	i	2	i
48	Cc1ccc(C(=O)N/N=C\c2ccc(-c3ccc(Cl)cc3)o2)cn1	i	i	i	i	7	i
49	Cc1ccc(S(=O)(=O)Nc2ccc(C(=O)NC3CC3)cc2)cc1	i	i	i	i	-1	i
50	Clc1ccc(CSc2nc3ccncc3[nH]2)cc1	i	i	i	i	9	i
51	NC(=O)c1ccccc1NC(=S)NC(=O)c1ccc(Br)o1	i	i	i	i	6	i
52	COCCN(CCOC)S(=O)(=O)c1ccc(C(=O)Nc2nc(-c3ccncc3)cs2)cc1	i	/	/	/	50	i
53	COC(=O)C1CCN(C(=O)CSc2nnc(-c3ccncc3)o2)CC1	i	i	i	i	4	i
54	CCN(Cc1ccccc1)C1CCN(Cc2ccccc2)CC1	i	i	i	i	/	i
55	Cc1c(NC(=O)OCCSc2nc(N(C)C)nc(N(C)C)n2)sc(=S)n1C	i	i	i	i	-1	i

nr	TRPC4 agonist	HDAC3 inhib	TRPC4 potent	hERG rescue	ANO1 block
46	i	7	i	-10	i
47	i	2	i	-7	i
48	i	?	i	-13	i
49	i	-4	i	-8	i
50	i	-3	i	-6	i
51	i	9	i	-7	i
52	/	-5	/	/	i
53	i	-2	i	-3	i
54	i	0	i	-8	i
55	i	/	i	-1	i

Screening data (PubChem)

Not all compounds are listed; count on the stated rates, not on these rows.
